Bioassay records (PubChem BioAssay)
hIAP activ: human IAP activators, primary screen, biochemical, luminescence, uHTS. Intestinal-type alkaline phosphatase (Homo sapiens), P09923. purified human IAP, CDP-Star luminescence, 30 min; hits give high values; 1 = vehicle-only enzyme, 0 = enzyme-free background. activation factor at 10 µM. hit rate 0.16% among 330,000. AID 2524, 2010;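 active = activation factor of the enzyme at least 2-fold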; note: the source names both 10 and 20 µM as test concentration; values of inactives mirror those of a sister screen read the other way
mIAP inh: inhibitors of mouse IAP, primary screen, biochemical, luminescence, uHTS | purified mouse IAP, CDP-Star luminescence, 30 min | inhibition, % at 10 µM | hit rate 0.2% among 330,000;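 active = inhibition of at least 40% at 10 µM in the primary screen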;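 note: plate controls were DMSO with enzyme for no effect and no enzyme wells for full effect; values of inactives mirror those of a sister screen read the other way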
hIAP block: human IAP inhibitors, primary screen, biochemical, luminescence, uHTS; hit rate 0.12% among 330,000; inhibition, % at 10 µM; Intestinal-type alkaline phosphatase (Homo sapiens), P09923; purified IAP, CDP-Star luminescence, 30 min;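 active = inhibition reaching a set limit with compound at 10 µM in the primary screen, cut at about 35% in these data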;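 note: plate controls were DMSO wells with enzyme for no effect and no-enzyme buffer wells for full effect; values of inactives mirror those of a sister screen read the other way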
beta cell repl: inducers of MIN6 beta-cell proliferation, primary screen, ATP luminescence, uHTS. hit rate 0.29% among 330,000. proliferation, % at 10 µM. MIN6 cells proliferation, ATPlite luminescence, 48 h; cells starved in 0.2% serum; 100% = growth in 10% serum;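 active = compounds whose signal lies at least 3.5 SD above the mean of all wells on their plate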;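 note: 0% = DMSO-treated cells in low-serum medium and 100% = 10% serum control; some compounds called inactive have numbers as strong as hits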
MPTP block: mitochondrial permeability transition pore inhibitors, primary screen, biochemical, isolated mouse mitochondria, absorbance | inhibition, % at 10 µM | Ca2+ swelling absorbance, 30 min | hit rate 1.4% among 360,000;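 active = inhibition of 50% or more, scaled per plate between neutral and stimulator controls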;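 note: 0% = DMSO wells given calcium and 100% = 1 mM EGTA wells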
A3A deaminase: APOBEC3A ssDNA deaminase inhibitors, primary screen, selectivity assay for APOBEC3G inhibitor project, biochemical, FAM/TAMRA oligo cleavage fluorescence | inhibition, % at 20 µM | recombinant A3A, FAM/TAMRA ssDNA deamination fluorescence | hit rate 0.41% among 330,000;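 active = at least 40% inhibition at 20 µM here, with at most 30% in a related deaminase screen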;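 note: plate controls were A3A with DMSO for no effect and wells lacking A3A enzyme for full effect; some results filed as inactive read as strong as hits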
Target sequence (P31941 whole entry, looked up): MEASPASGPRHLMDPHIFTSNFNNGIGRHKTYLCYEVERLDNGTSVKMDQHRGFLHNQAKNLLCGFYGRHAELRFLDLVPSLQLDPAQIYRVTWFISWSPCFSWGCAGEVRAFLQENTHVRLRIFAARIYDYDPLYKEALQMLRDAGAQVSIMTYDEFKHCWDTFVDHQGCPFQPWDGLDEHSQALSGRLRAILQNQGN
ATG4B inh: ATG4B protease inhibitors, primary screen, biochemical, fluorescence, uHTS | ATG4B cleavage of LC3-PLA2, NBD-HPC fluorescence, 1 h | AID 504462, 2011 | hit rate 0.51% among 340,000 | inhibition, % at 8.33 µM | Cysteine protease ATG4B (Homo sapiens), Q9Y4P1; in the data active = inhibition above about 40%
Target sequence (Q9Y4P1 whole entry, looked up): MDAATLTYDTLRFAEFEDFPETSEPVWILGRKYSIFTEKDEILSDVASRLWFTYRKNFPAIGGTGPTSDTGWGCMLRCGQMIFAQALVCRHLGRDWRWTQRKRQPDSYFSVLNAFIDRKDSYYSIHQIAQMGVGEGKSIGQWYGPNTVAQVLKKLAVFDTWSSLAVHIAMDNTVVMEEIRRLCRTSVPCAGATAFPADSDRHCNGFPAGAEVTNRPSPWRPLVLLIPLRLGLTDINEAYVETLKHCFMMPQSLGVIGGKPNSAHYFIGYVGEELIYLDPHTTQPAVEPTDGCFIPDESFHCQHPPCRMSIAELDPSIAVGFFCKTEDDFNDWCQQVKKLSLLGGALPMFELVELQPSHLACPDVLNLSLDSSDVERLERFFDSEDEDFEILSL
mIAP activ: activators of mouse IAP, primary screen, biochemical, luminescence, uHTS; hit rate 0.24% among 330,000; activation factor at 10 µM; muIAP, CDP-Star luminescence, 30 min; hits give high values; 1 = vehicle-only enzyme signal, 0 = enzyme-free wells; intestinal alkaline phosphatase [Mus musculus]; AID 2805, 2010;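 active = activation factor of at least 2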; note: the source names both 10 and 20 µM as test concentration; values of inactives mirror those of a sister screen read the other way
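Assay system: mouse IAP enzyme / Compound: DMSO-dissolved test compounds / Timing: 30 min, room temperature / Measured by: luminescence from enzymatic CDP-Star hydrolysis / Control set: DMSO-only wells, enzyme-free buffer wells as negative control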
A3G deaminase: APOBEC3G DNA deaminase inhibitors, primary screen, biochemical, fluorescence, single-stranded DNA substrate, uHTS | AID 493012, 2011 | recombinant A3G, ssDNA deamination FAM/TAMRA fluorescence | inhibition, % at 20 µM | hit rate 0.28% among 330,000;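 active = inhibition of at least 40% at 20 µM, with no more than 30% in the related APOBEC3A deaminase screen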;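 note: plate controls were DMSO wells with A3G for no effect and wells lacking A3G enzyme for full effect; some compounds called inactive have numbers as strong as hits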
Target sequence (Q9HC16 whole entry, looked up): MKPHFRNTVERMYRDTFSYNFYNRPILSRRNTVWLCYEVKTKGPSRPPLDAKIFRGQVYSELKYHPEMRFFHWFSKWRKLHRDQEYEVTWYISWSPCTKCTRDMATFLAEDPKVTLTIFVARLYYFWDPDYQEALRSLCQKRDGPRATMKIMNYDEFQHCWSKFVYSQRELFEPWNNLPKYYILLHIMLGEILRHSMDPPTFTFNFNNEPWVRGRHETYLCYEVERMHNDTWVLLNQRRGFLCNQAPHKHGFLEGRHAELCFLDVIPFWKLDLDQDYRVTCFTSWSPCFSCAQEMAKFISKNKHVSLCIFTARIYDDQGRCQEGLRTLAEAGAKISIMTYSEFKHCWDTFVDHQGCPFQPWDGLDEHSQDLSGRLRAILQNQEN
* marks the source's active call; other numbers are inactive results. An unsorted share of the library. Share with any hit: about 3.3%.

For CC(=O)Nc1ccc2c(c1)nc(CCN1CCN(c3ccccn3)CC1)n2C the results were hIAP activ 1, mIAP inh 10, hIAP block -2, beta cell repl 0, MPTP block 0.2, A3A deaminase 3, ATG4B inh 0, mIAP activ 0.9 and A3G deaminase -1.
`O=C(NCCCN1CCCC1=O)c1cc(S(=O)(=O)N2CCOCC2)c(Cl)cc1Cl` gave hIAP activ 1, mIAP inh 2, hIAP block -5, beta cell repl 7, MPTP block -0.8, A3A deaminase -4, ATG4B inh -1, mIAP activ 0.98 and A3G deaminase -9.
Screening COc1ccc2nc(NC(=O)Nc3ccccc3OC)sc2c1 returned hIAP activ 1, mIAP inh -8, hIAP block -4, beta cell repl -1, MPTP block 0.7, A3A deaminase 1, ATG4B inh -17, mIAP activ 1.1 and A3G deaminase -4.
CC(C)CN(C(=O)c1cccc([N+](=O)[O-])c1)c1c(N)n(CC(C)C)c(=O)[nH]c1=O was read as hIAP activ 0.92, mIAP inh -9, hIAP block 8, beta cell repl -1, MPTP block 0.8, A3A deaminase 2, ATG4B inh -4, mIAP activ 1.1 and A3G deaminase -2.
For CC(=O)N1CCN(C(=O)c2oc3ccccc3c2C)CC1 the results were hIAP activ 0.97, mIAP inh 4, hIAP block 2, beta cell repl -2, MPTP block -0.4, A3A deaminase -4, ATG4B inh 2, mIAP activ 0.96 and A3G deaminase -4.
Screening CC(C)(C(N)=O)N1CCN(c2ncc(C(F)(F)F)cc2Cl)CC1 returned hIAP activ 0.92, mIAP inh 2, hIAP block 8, beta cell repl 2, MPTP block -3.7, A3A deaminase 1, ATG4B inh 1, mIAP activ 0.97 and A3G deaminase -1.
`O=C1COc2ccc(C(=O)CCl)cc2N1` gave hIAP activ 1.1, mIAP inh -5, hIAP block -6, beta cell repl -6, MPTP block 3.3, A3A deaminase -2, ATG4B inh -3, mIAP activ 1 and A3G deaminase -9.
N#Cc1nc(COc2ccccc2Cl)oc1N1CCCC1 was read as hIAP activ 1.1, mIAP inh -6, hIAP block -5, beta cell repl -3, MPTP block 0.0, A3A deaminase -1, ATG4B inh 5, mIAP activ 1.1 and A3G deaminase 10.
Screening Cc1cc(C)c2c(n1)nn1c(N3CCN(c4ccccc4)CC3)cc(C)nc21 returned hIAP activ 0.81, mIAP inh 0, hIAP block 20, beta cell repl 2, MPTP block 1.3, A3A deaminase -2, ATG4B inh -3, mIAP activ 1 and A3G deaminase -7.
`CCOC(=O)CN1C(=O)CSc2ccc(S(=O)(=O)N3CCCC3)cc21` gave hIAP activ 1, mIAP inh 5, hIAP block -3, beta cell repl 1, MPTP block 0.3, A3A deaminase 4, ATG4B inh -5, mIAP activ 0.95 and A3G deaminase -3.
O=C(Nc1ccc(Cl)cc1Cl)NC1CCCC1 was read as hIAP activ 1.2, mIAP inh -20, hIAP block -18, beta cell repl -3, MPTP block 1.6, A3A deaminase -3, ATG4B inh 0, mIAP activ 1.2 and A3G deaminase -4.
CC(=O)c1ccc(OC(=O)c2cccs2)cc1 was read as hIAP activ 1, mIAP inh 10, hIAP block 0, beta cell repl -2, MPTP block -2.4, A3A deaminase 2, ATG4B inh -5, mIAP activ 0.9 and A3G deaminase 0.
O=C(CN1C(=O)NC2(CCCC2)C1=O)Nc1cc(Cl)ccc1N1CCOCC1 was read as hIAP activ 0.94, mIAP inh 3, hIAP block 6, beta cell repl 2, MPTP block -1.4, A3A deaminase 0, ATG4B inh -8, mIAP activ 0.97 and A3G deaminase -11.
Screening CC1(C)CC(=O)c2sc(NS(=O)(=O)c3ccc(Br)cc3)nc2C1 returned hIAP activ 1, mIAP inh 6, hIAP block -4, beta cell repl -3, MPTP block -6.6, A3A deaminase 1, ATG4B inh -4, mIAP activ 0.94 and A3G deaminase 8.
Cc1cc2c(cc1S(=O)(=O)Nc1cccc(F)c1C)NC(=O)CO2 was read as hIAP activ 1, mIAP inh -3, hIAP block -1, beta cell repl 1, MPTP block 0.5, A3A deaminase 0, ATG4B inh -5, mIAP activ 1 and A3G deaminase -4.
For c1ccc(-c2nc(Sc3ncnc4c3cnn4-c3ccccc3)n[nH]2)cc1 the results were hIAP activ 0.97, mIAP inh 13, hIAP block 3, beta cell repl 3, A3A deaminase 6, mIAP activ 0.87 and A3G deaminase -3.
O=C1COc2ccc(C(=O)COC(=O)c3ccccc3F)cc2N1 was read as hIAP activ 0.81, mIAP inh -4, hIAP block 19, beta cell repl 0, MPTP block 0.7, A3A deaminase 1, ATG4B inh 4, mIAP activ 1 and A3G deaminase -6.
For CS(=O)(=O)c1ccc(Cl)c(NC(=O)c2cc(=O)[nH]c3ccc(S(=O)(=O)N4CCOCC4)cc23)c1 the results were hIAP activ 0.97, mIAP inh -2, hIAP block 3, beta cell repl 0, MPTP block 0.2, A3A deaminase 4, ATG4B inh 2, mIAP activ 1 and A3G deaminase 0.
Cc1ccc(Nc2c(-c3ccc(C)o3)nc3cnccn23)cc1 was read as hIAP activ 0.98, mIAP inh 9, hIAP block 2, beta cell repl -4, MPTP block -0.4, A3A deaminase 1, ATG4B inh -6, mIAP activ 0.91 and A3G deaminase 19.
`COC(=O)C1CCN(C(=O)NC2CC(=O)N(c3ccc4c(c3)OCCO4)C2)CC1` (centres undefined) gave hIAP activ 0.98, mIAP inh 4, hIAP block 2, beta cell repl 4, MPTP block -1.4, A3A deaminase 2, ATG4B inh -2, mIAP activ 0.96 and A3G deaminase -5.

Structural class: the compounds so far with a furan ring, fused or not.
For CC(=O)N1CCN(C(=O)c2oc3ccccc3c2C)CC1 the results were hIAP activ 0.97, mIAP inh 4, hIAP block 2, beta cell repl -2, MPTP block -0.4, A3A deaminase -4, ATG4B inh 2, mIAP activ 0.96 and A3G deaminase -4.
Cc1ccc(Nc2c(-c3ccc(C)o3)nc3cnccn23)cc1 was read as hIAP activ 0.98, mIAP inh 9, hIAP block 2, beta cell repl -4, MPTP block -0.4, A3A deaminase 1, ATG4B inh -6, mIAP activ 0.91 and A3G deaminase 19.

Remaining list, next part.
`C=CC[C@@H](CC(=O)N[C@H](CO)Cc1ccccc1)C(=O)N[C@H](C)COC(=O)[C@@H](CC=C)Cc1ccc(F)cc1` gave hIAP activ 0.98, mIAP inh 3, hIAP block 2, beta cell repl -3, MPTP block -1.7, A3A deaminase 1, ATG4B inh -9, mIAP activ 0.97 and A3G deaminase -3.
`CCOc1ccc(NC(=O)CCSc2ccc(C)cc2)cc1` gave hIAP activ 0.88, mIAP inh -16, hIAP block 12, beta cell repl 0, MPTP block 0.9, A3A deaminase 1, ATG4B inh 4, mIAP activ 1.2 and A3G deaminase 0.
`CN(CC(=O)Nc1ccc(S(N)(=O)=O)cc1)C1CCCCC1` gave hIAP activ 0.95, mIAP inh 1, hIAP block 5, beta cell repl 1, MPTP block -0.9, A3A deaminase 0, ATG4B inh -4, mIAP activ 0.99 and A3G deaminase -8.
`COc1ccc(Cc2noc(CN3CCN(Cc4cccc(Cl)c4)CC3)n2)cc1OC` gave hIAP activ 0.95, mIAP inh 6, hIAP block 5, beta cell repl 0, MPTP block -0.4, A3A deaminase 0, ATG4B inh 3, mIAP activ 0.94 and A3G deaminase -1.
For CC(C)=CC(=O)OCc1cc([N+](=O)[O-])cc2c1OCOC2 the results were hIAP activ 1, mIAP inh -3, hIAP block 0, beta cell repl -3, MPTP block 5.8, A3A deaminase -8, ATG4B inh 6, mIAP activ 1 and A3G deaminase -6.
COC(=O)C1=C(CN2CCN(C)CC2)NC(=O)NC1c1cc(C)ccc1C (centres undefined) was read as hIAP activ 1.1, mIAP inh -3, hIAP block -11, beta cell repl -3, MPTP block 0.0, A3A deaminase 0, ATG4B inh 17, mIAP activ 1 and A3G deaminase -2.
Screening COCCn1c(SCC(=O)NCc2cccs2)nnc1-c1ccc(OC)cc1 returned hIAP activ 1.2, mIAP inh 2, hIAP block -15, beta cell repl -1, MPTP block 0.4, A3A deaminase -4, ATG4B inh -16, mIAP activ 0.98 and A3G deaminase -5.
For CN(CC(=O)Nc1ccccc1Cl)C(=O)CSc1nc2ccccc2s1 the results were hIAP activ 1, mIAP inh -8, hIAP block -4, beta cell repl -3, MPTP block 0.9, A3A deaminase 3, ATG4B inh -8, mIAP activ 1.1 and A3G deaminase 3.
O=C1OC2(CCCC2)OC(=O)C1=Cc1c[nH]c2ccccc12 was read as hIAP activ 0.93, mIAP inh 5, hIAP block 7, beta cell repl -1, MPTP block -2.6, A3A deaminase -6, ATG4B inh 9, mIAP activ 0.95 and A3G deaminase -12.
For CCOC(=O)CC(NC(=O)Cn1nnc(-c2ccccc2Cl)n1)c1ccc(OC)cc1 (centres undefined) the results were hIAP activ 0.92, mIAP inh -6, hIAP block 8, beta cell repl -3, MPTP block 1.7, A3A deaminase -1, ATG4B inh -4, mIAP activ 1.1 and A3G deaminase 4.
COc1ccc(C2C(C(=O)c3ccco3)=C(O)C(=O)N2CCN2CCOCC2)cc1 (centres undefined) was read as hIAP activ 1.1, mIAP inh -3, hIAP block -6, beta cell repl 0, MPTP block -2.4, A3A deaminase -2, ATG4B inh -7, mIAP activ 1 and A3G deaminase -9.
Screening COc1cccc(NC(=O)c2cc(S(=O)(=O)N3CCc4ccccc43)cn2C)c1 returned hIAP activ 0.89, mIAP inh -2, hIAP block 11, beta cell repl -2, MPTP block -0.1, A3A deaminase -2, ATG4B inh -5, mIAP activ 1 and A3G deaminase -4.
NS(=O)(=O)c1ccc(NC(=O)CN2CCCCC2)cc1 was read as hIAP activ 0.97, mIAP inh 4, hIAP block 3, beta cell repl -1, MPTP block 1.5, A3A deaminase 0, ATG4B inh -6, mIAP activ 0.96 and A3G deaminase -6.
Screening Cc1ccccc1SCC(=O)OCC(=O)Nc1ccc(N(C)C)cc1 returned hIAP activ 0.94, mIAP inh -6, hIAP block 6, beta cell repl -3, MPTP block -1.9, A3A deaminase 1, ATG4B inh -11, mIAP activ 1.1 and A3G deaminase -5.
For Cc1nc(NC(=O)/C=C/c2ccc(Cl)cc2Cl)sc1C(=O)N(C)C the results were hIAP activ 0.98, mIAP inh 12, hIAP block 2, beta cell repl 0, MPTP block 1.9, A3A deaminase 4, ATG4B inh 2, mIAP activ 0.88 and A3G deaminase -2.
N=c1c2c(-c3ccccc3)c(-c3ccccc3)n(Cc3ccccc3)c2ncn1CCCn1ccnc1 was read as hIAP activ 1.2, mIAP inh 14, hIAP block -25, beta cell repl -7, MPTP block 56*, A3A deaminase 0, ATG4B inh 8, mIAP activ 0.86 and A3G deaminase -1.
Screening Cc1ccc(-n2nnnc2Sc2nc([N+](=O)[O-])nn2C)cc1C returned hIAP activ 0.98, mIAP inh -7, hIAP block 2, beta cell repl -3, MPTP block 0.0, A3A deaminase 3, ATG4B inh -7, mIAP activ 1.1 and A3G deaminase 0.
For COC(=O)[C@H](C)NC(=O)Nc1cc(OC)ccc1OC the results were hIAP activ 0.93, mIAP inh 11, hIAP block 7, beta cell repl 2, MPTP block -0.5, A3A deaminase -1, ATG4B inh -10, mIAP activ 0.89 and A3G deaminase -6.
